Shn3 inh set2 – reduces Shn3 3'UTR luciferase signal in osteoblasts | Clone20 osteoblast Shn3 3'UTR firefly luciferase, 24 h | inhibition, % at 12.5 µM | actives 0.52% (n = 360,000) | AID 588674;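 active means mean inhibition of at least 75% with every replicate also reaching 75%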;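 further: 0% = median of neutral control wells and 100% = pilot-screen positive control compound; some compounds past the cut are filed as inactive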
CF NFkB inh – cystic fibrosis NF-kB activation inhibition; actives 0.86% (n = 360,000); inhibition, % at 5 µM; KKLEB NF-kB-GFP reporter, PAF-induced, GFP fluorescence overnight;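 active means at least 50% inhibition at 5 µM, scaled per plate between neutral and stimulator controls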;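 further: PAF is a Pseudomonas aeruginosa culture filtrate used as stimulus; plate controls were PAF-stimulated DMSO wells for no effect and unstimulated DMSO wells for full effect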
COUP-TFII inh – inhibitors of human COUP-TFII (NR2F2); actives 0.7% (n = 370,000); inhibition, % at 8.6 µM; HEK293T NGFI-A luciferase reporter, luminescence; P24468;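 active means inhibition above a per-plate cutoff, mean inhibition of test wells between control levels plus 3 SD, cut at about 38% in these data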;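 further: cells cotransfected with COUP-TFII expression vector driving the NGFI-A reporter; 0% = median of COUP-TF2 test wells and 100% = reporter-only cells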
SRC1 inh – human NCOA1 inhibition; Q15788; inhibition, % at 3.6 µM; actives 0.12% (n = 360,000); HEK293 GAL4-SRC1 luciferase reporter, luminescence; AID 588354;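 active means inhibition above the campaign mean plus 3 SD, with each screening campaign given its own cutoff, cut at about 60% in these data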;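 further: 0% = DMSO treated cells and 100% = gossypol at 36 µM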
NCOA3 inh – human NCOA3 inhibition; Q9Y6Q9; HEK293 GAL4-SRC3 luciferase reporter, luminescence; inhibition, % at 3.6 µM; actives 0.17% (n = 360,000);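 active means inhibition above a per-campaign cutoff, the mean of all compounds plus 3 SD, cut at about 60% in these data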;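 further: 0% = DMSO-treated cells and 100% = gossypol-treated cells at 36 µM; higher means less SRC3-driven luciferase light from the GAL4 reporter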
Target sequence (Q9Y6Q9 whole entry, looked up, the tested form may be a part): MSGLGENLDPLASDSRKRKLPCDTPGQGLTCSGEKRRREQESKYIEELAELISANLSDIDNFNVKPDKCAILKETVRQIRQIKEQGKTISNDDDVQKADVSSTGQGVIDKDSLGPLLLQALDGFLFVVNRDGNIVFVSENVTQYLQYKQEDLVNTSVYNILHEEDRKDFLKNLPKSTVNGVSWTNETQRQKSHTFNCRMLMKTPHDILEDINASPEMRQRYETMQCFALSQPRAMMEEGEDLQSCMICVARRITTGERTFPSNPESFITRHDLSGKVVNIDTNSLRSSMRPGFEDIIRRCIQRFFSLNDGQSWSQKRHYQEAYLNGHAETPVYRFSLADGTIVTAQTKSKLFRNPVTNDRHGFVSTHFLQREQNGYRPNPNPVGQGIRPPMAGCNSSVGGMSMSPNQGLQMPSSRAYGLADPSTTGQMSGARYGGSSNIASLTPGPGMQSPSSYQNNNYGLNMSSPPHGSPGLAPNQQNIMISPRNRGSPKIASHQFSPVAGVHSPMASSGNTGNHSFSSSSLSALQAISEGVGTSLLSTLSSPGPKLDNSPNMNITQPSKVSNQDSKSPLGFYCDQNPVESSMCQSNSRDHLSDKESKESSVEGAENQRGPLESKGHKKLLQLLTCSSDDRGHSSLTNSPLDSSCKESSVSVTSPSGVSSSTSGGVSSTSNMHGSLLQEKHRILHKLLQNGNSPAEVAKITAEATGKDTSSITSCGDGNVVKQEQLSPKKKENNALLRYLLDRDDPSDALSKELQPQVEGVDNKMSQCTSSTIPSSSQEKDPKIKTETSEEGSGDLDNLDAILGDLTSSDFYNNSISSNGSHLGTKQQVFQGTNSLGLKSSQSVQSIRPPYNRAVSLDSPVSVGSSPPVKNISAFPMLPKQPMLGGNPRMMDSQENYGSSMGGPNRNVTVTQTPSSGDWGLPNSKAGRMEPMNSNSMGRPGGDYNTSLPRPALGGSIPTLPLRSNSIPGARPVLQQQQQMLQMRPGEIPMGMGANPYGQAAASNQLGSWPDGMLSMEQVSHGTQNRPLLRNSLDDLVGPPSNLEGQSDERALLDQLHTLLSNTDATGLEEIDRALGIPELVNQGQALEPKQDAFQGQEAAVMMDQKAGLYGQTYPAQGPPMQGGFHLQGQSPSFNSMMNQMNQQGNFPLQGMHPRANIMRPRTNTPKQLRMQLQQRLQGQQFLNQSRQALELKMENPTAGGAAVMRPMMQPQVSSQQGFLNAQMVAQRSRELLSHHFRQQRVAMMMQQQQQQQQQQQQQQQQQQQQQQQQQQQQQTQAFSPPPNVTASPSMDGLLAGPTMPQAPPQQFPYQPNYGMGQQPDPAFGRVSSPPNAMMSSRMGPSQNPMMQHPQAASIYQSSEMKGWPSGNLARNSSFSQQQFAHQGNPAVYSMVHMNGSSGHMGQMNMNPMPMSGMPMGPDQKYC
C8 TRAIL sens – caspase-8 TRAIL sensitization | actives 1% (n = 360,000) | inhibition (viability loss, TRAIL sensitization), % at 10 µM | AID 624354 | NB7+C8 cells + TRAIL, ATPlite viability luminescence;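 active means compounds causing at least 50% loss of cell viability in the single-dose screen, relative to plate controls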
TROY signal inh – inhibitors of TROY-dependent NF-kB signaling; inhibition, % at 10 µM; actives 0.98% (n = 360,000); Q293 LMP1-TROYcd NF-kB luciferase reporter, 4 h;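 active means compounds whose plate-normalised and pattern-corrected inhibition of the luciferase reporter signal at the single screening dose is 50% or more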
TWEAK-Fn14 inh – TWEAK-Fn14 signaling inhibition. TWEAK-stimulated Fn14 reporter cells, luciferase luminescence, 8 h. inhibition, % at 10 µM. actives 2% (n = 360,000). AID 1159606; in the data active means inhibition above about 50%
LMP1 NFkB inh – inhibitors of Epstein-Barr LMP1-induced NF-kappaB reporter | LMP1-induced NF-kappaB luciferase reporter cells, luminescence | inhibition, % at 12.5 µM | actives 0.69% (n = 350,000); in the data active means inhibition above about 41%;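 further: 0% = neutral control wells and 100% = reference inhibitor control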
KKLEB tox – CF airway cell cytotoxicity counter-screen. KKLEB CF airway cells viability, ATPlite luminescence, overnight; hits give low values; cells stimulated with P. aeruginosa culture filtrate. activity change (cytotoxicity), % at 5 µM. AID 602141. actives 0.36% (n = 360,000);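 active means corrected activity change at or below -50% at 5 µM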
NR5A2 inv ag – inverse agonists of human LRH-1 (NR5A2); AID 602396; actives 0.13% (n = 360,000); inhibition, % at 3.6 µM; O00482; HEK293T StAR-luciferase reporter, LRH-1 transfected, 24 h;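 active means inhibition above the mean inhibition of all tested compounds plus 3 SD, cut at about 73% in these data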;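 further: 0% = DMSO wells and 100% = reporter-only cells lacking LRH-1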
* hit, by the source's call; . = not tested or not shown. This is a subset, so the mix of outcomes need not match the whole.

| SMILES | TROY signal inh | TWEAK-Fn14 inh | SRC1 inh | Shn3 inh set2 | NCOA3 inh | COUP-TFII inh | NR5A2 inv ag | C8 TRAIL sens | CF NFkB inh | LMP1 NFkB inh | KKLEB tox |
| --- | --- | --- | --- | --- | --- | --- | --- | --- | --- | --- | --- |
| CC1CCCCC12NC(=O)N(CC(=O)OCc1ccccc1F)C2=O (stereo unspecified) | 2.4 | -13.9 | -7.5 | 4.1 | -2.6 | 9.5 | 3.9 | -3.8 | -27.3 | 1.4 | 10.7 |
| O=C(Nc1nnc(C2=COCCO2)o1)c1cccc(Br)c1 | 1.2 | 4.7 | 4.5 | 1.1 | -12.3 | 5.5 | -12.7 | -11.9 | 17.8 | -0.3 | -4.2 |
| CCOc1ccccc1CN1CCC(Oc2cccc(C(=O)NCCOC)c2)CC1 | 7.0 | 8.1 | 0.1 | -3.6 | 8.5 | -16.0 | 14.6 | 9.7 | -7.5 | -1.6 | -6.1 |
| C/C(CC(=O)Nc1ccccn1)=N\NC(=O)c1ccccc1O | -28.4 | -12.4 | -11.8 | 17.6 | -10.6 | 9.3 | -11.4 | 29.6 | -13.9 | 3.2 | 12.3 |
| O=C(Nc1cc(S(=O)(=O)N2CCOCC2)ccc1N1CCCC1)c1cnccn1 | -12.9 | -60.3 | 11.8 | -9.4 | 4.8 | -0.7 | -4.0 | 11.7 | -6.8 | -4.1 | 16.0 |
| Cc1ccc(S(=O)(=O)N2CCC(C(=O)C3C(=O)CCCC3=O)CC2)cc1 | 4.0 | -4.7 | -6.6 | -9.9 | 5.5 | 10.8 | -2.8 | 4.0 | -18.2 | 6.7 | 16.2 |
| COC(=O)c1ccc(OCC2NCCc3cc(OC)c(OC)cc32)cc1 (stereo unspecified) | -16.6 | -23.1 | -6.1 | -2.2 | 9.0 | . | 3.9 | -10.1 | -4.9 | 5.4 | 5.1 |
| Cc1cc(OCC(F)(F)C(F)(F)C(F)(F)C(F)F)nc(N)n1 | -59.0 | -1.8 | -11.6 | -69.2 | -8.7 | -16.0 | -11.1 | -5.6 | -11.6 | -4.4 | 6.1 |
| Cc1ccc(S(=O)(=O)Nc2ccc(S(=O)(=O)Nc3cc(C)nc(C)n3)cc2)cc1 | 6.3 | 11.0 | -18.7 | 3.2 | -5.5 | -8.7 | -9.4 | 0.0 | -95.2 | -9.4 | -2.5 |
| CN1CCN(c2ccc(NC(=O)c3cc(S(N)(=O)=O)ccc3N3CCOCC3)cc2)CC1 | 2.5 | 6.9 | 4.2 | -1.4 | 13.9 | -2.9 | 14.7 | -8.1 | -12.4 | 1.3 | 4.1 |
| O=C(CCc1nnc2n(Cc3ccc(Cl)cc3)c(=O)c3ccccc3n12)NCCN1CCCC1 | -8.1 | -42.7 | -21.8 | -11.8 | -15.7 | 4.0 | -16.9 | 12.2 | -3.0 | -9.0 | -1.1 |
| COc1ccc(-n2nc(C(=O)NCC(=O)NCCCN3CCC(C)CC3)c3ccccc3c2=O)cc1Cl | 1.4 | 13.8 | -2.8 | 12.5 | 13.5 | 7.4 | -18.0 | -6.1 | -10.9 | 2.0 | 7.8 |
| CCN(CC)C(=O)CSc1nnc(SCc2ccc(Cl)cc2)s1 | -19.2 | -3.5 | -11.7 | -11.1 | -34.6 | -3.6 | -1.2 | -3.0 | 6.3 | 7.9 | 3.6 |
| O=C(N1CCOCC1)N1c2ccccc2CC(N2CCOCC2)c2ccccc21 (stereo unspecified) | 14.1 | 6.7 | -4.2 | -14.8 | 13.9 | 6.3 | -17.6 | 3.7 | 7.5 | -3.2 | 1.7 |
| COc1cc(C(=O)Nn2cnnc2)ccc1OC(F)F | -4.6 | 12.9 | -9.9 | -2.7 | -1.2 | -6.4 | -1.1 | 0.4 | -6.8 | 5.0 | -2.7 |
| CN(C(=O)c1ccc(NC(=O)Cc2ccc(NC(=O)C3CCN(C(=O)C4CCCC4)CC3)cc2)cc1)C1CCCC1 | 14.2 | 1.1 | -2.4 | -17.0 | -14.5 | -3.1 | 14.8 | -2.8 | 16.9 | 0.4 | -1.8 |
| O=C(COC(=O)c1cccc(S(=O)(=O)Nc2ccc(F)cc2)c1)NCCN1C(=O)CSC1=O | -4.8 | 11.0 | -5.2 | -26.8 | 15.0 | 13.0 | -8.8 | 1.7 | 12.5 | -8.2 | -14.5 |
| CC/C(=N\NC(=O)c1cccnc1)c1ccc2c(c1)OCCO2 | -3.5 | -21.5 | -11.7 | -14.8 | -3.3 | -3.2 | -4.6 | 7.6 | -11.0 | -0.4 | 0.9 |
| N#C/C(=C\c1ccc(N2CCOCC2)o1)C(=O)NC1CCCCC1 | -4.2 | 7.7 | -34.5 | -2.5 | -17.4 | -20.1 | -7.3 | -11.7 | -27.7 | -9.0 | -2.7 |
| CCOC(=O)C1=CCN(S(=O)(=O)c2cccc(Cl)c2)C1c1ccc(C)cc1 (stereo unspecified) | 5.8 | 9.8 | -4.9 | -18.9 | 8.0 | 8.6 | -10.8 | -3.1 | 16.9 | . | -23.1 |
| CC1=C(Sc2nc3ccccc3[nH]2)C(=O)NC(C)(C)C1 | -9.8 | 8.1 | -14.3 | -13.3 | -7.0 | 3.1 | -13.2 | 14.2 | -0.1 | -0.7 | -2.9 |
| Nc1nnc(SCC(=O)Nc2nnc(-c3ccccc3)o2)s1 | -5.9 | 9.3 | -11.3 | -20.9 | 22.3 | -7.0 | -1.1 | -13.5 | 13.1 | 2.6 | 15.2 |
| Cc1ccc(C(=O)NCC(=O)N2CCCCCCC2)cc1 | -36.2 | -10.6 | -35.6 | -23.8 | -14.0 | -22.5 | -9.6 | 5.2 | -7.3 | -5.2 | 14.4 |
| O=C(Nc1cccc(S(=O)(=O)N2CCCC2)c1)[C@@H]1O[C@H](CO)[C@@H](O)[C@H]1O | 3.4 | -5.9 | -6.1 | -8.1 | -10.0 | 2.4 | 7.8 | -8.8 | 4.5 | . | 5.6 |
| Cc1cc(C)cc(N(CCC#N)C(=O)COC(=O)CNC(=O)c2sc3ccccc3c2Cl)c1 | 24.1 | 7.5 | -13.0 | -12.9 | 0.1 | -3.2 | 4.6 | -18.5 | 14.9 | 5.5 | -13.1 |
| C=Cn1cc[n+](CC(=O)c2ccc(C)cc2)c1 | -21.7 | -1.7 | 2.5 | 18.5 | 13.6 | 0.2 | -5.8 | -0.9 | -5.2 | -11.9 | -0.8 |
| CNC(=S)N1C2CCCC1CC(NC(=O)c1ccc(C)cc1)C2 (stereo unspecified) | 11.5 | 2.7 | 4.7 | 24.2 | 11.7 | -14.6 | 8.3 | -5.3 | 1.9 | 4.3 | -1.0 |
| COc1ccc(OC)c(-c2csc(NC(=O)Cc3ccccc3OC)n2)c1 | -29.7 | -7.0 | -0.1 | -6.1 | 4.7 | -31.3 | -18.1 | 16.8 | 20.3 | -1.4 | -5.2 |
| COc1ccc([C@H]2CC(=O)C=C(/C=C/Cc3ccccc3)C2)cc1 | -8.7 | 40.6 | -7.3 | -6.5 | -11.7 | 14.3 | 18.4 | -1.9 | -8.7 | -1.3 | 15.5 |
| C=CCNC(=S)N/N=C/c1cn(-c2ccccc2)nc1-c1ccc(OC)cc1 | -36.7 | -23.1 | -14.1 | -12.3 | 8.9 | -22.8 | -2.3 | 4.6 | 53.2* | -4.6 | -52.8* |

Reprinted at random: 3 records from the list
| SMILES | TROY signal inh | TWEAK-Fn14 inh | SRC1 inh | Shn3 inh set2 | NCOA3 inh | COUP-TFII inh | NR5A2 inv ag | C8 TRAIL sens | CF NFkB inh | LMP1 NFkB inh | KKLEB tox |
| --- | --- | --- | --- | --- | --- | --- | --- | --- | --- | --- | --- |
| COc1ccc([C@H]2CC(=O)C=C(/C=C/Cc3ccccc3)C2)cc1 | -8.7 | 40.6 | -7.3 | -6.5 | -11.7 | 14.3 | 18.4 | -1.9 | -8.7 | -1.3 | 15.5 |
| O=C(Nc1nnc(C2=COCCO2)o1)c1cccc(Br)c1 | 1.2 | 4.7 | 4.5 | 1.1 | -12.3 | 5.5 | -12.7 | -11.9 | 17.8 | -0.3 | -4.2 |
| N#C/C(=C\c1ccc(N2CCOCC2)o1)C(=O)NC1CCCCC1 | -4.2 | 7.7 | -34.5 | -2.5 | -17.4 | -20.1 | -7.3 | -11.7 | -27.7 | -9.0 | -2.7 |

Next section:
| SMILES | TROY signal inh | TWEAK-Fn14 inh | SRC1 inh | Shn3 inh set2 | NCOA3 inh | COUP-TFII inh | NR5A2 inv ag | C8 TRAIL sens | CF NFkB inh | LMP1 NFkB inh | KKLEB tox |
| --- | --- | --- | --- | --- | --- | --- | --- | --- | --- | --- | --- |
| CCOC(=O)c1c(NC(=O)CSc2ncn[nH]2)sc(C)c1C | 39.1 | 9.3 | -4.7 | -0.9 | 17.1 | 18.1 | 14.3 | -0.4 | 26.5 | 7.4 | 6.8 |
| COc1ccccc1N=NNc1ccc(S(=O)(=O)NC(C)=O)cc1 | -14.9 | -7.3 | -5.9 | -1.6 | 1.7 | . | 2.4 | -5.5 | -5.4 | . | 5.8 |
| CC1CN(C(=O)c2ccc(Oc3ccccc3)cc2)CC(C)O1 (stereo unspecified) | -10.8 | 3.2 | 2.5 | 5.0 | 10.5 | -1.4 | -10.6 | 0.1 | -9.1 | 4.8 | -10.1 |
| O=c1c2c(ncn2C2CCCC2)n(Cc2ccccc2)c(=O)n1CCOc1ccccc1 | 5.6 | 10.3 | 3.5 | 2.4 | -33.8 | -3.0 | -9.4 | -10.8 | 18.5 | 8.7 | -7.5 |
| O=c1c2c(n3nnnc3n1-c1ccccc1)-c1ccccc1CC21CCCC1 | -4.8 | -6.2 | 2.6 | -5.8 | -9.3 | -5.3 | 3.2 | 5.5 | 14.5 | 2.1 | -19.5 |
| CCN(Cc1ccccc1)C(=O)Cc1ccc(OC)c(S(=O)(=O)N2CCOCC2)c1 | 8.2 | -11.2 | -0.5 | 0.3 | 10.7 | 2.7 | 3.9 | 7.3 | -18.0 | 2.3 | 22.0 |
| O=C(Nc1cccc(Br)c1)/C(=C\c1cccnc1)NC(=O)c1ccco1 | -0.9 | 4.8 | 7.0 | 12.6 | 7.5 | -0.9 | 6.4 | -1.1 | -17.5 | -53.1 | 4.6 |
| CNC(=O)Nc1ccc2nc(C)oc2c1 | -3.8 | -9.4 | -2.5 | 11.4 | 7.0 | -13.3 | 0.7 | -4.3 | -2.7 | 0.4 | 2.7 |
| CCOc1cc(OCC)cc(C(=O)N2CCC[C@H]2C(=O)N2CCC[C@H]2C(=O)NCc2ccccn2)c1 | 6.6 | 12.9 | . | . | . | 6.6 | -2.5 | -4.7 | . | . | . |
| CC(=O)/C=C1\N(C)c2ccc(C)cc2C1(C)C | -3.5 | -5.4 | -1.0 | 71.2 | 9.8 | 5.3 | -4.4 | 9.1 | 3.6 | -7.6 | -1.2 |
| COc1ccc(NC(=O)CSc2nc(C)cs2)cc1OC | -27.1 | -9.1 | 2.4 | -3.8 | -6.2 | -12.1 | -2.5 | 1.0 | -6.8 | 14.3 | 5.7 |
| COc1ccccc1N(C(=O)NCc1ccccc1)C1=NCC(C)S1 (stereo unspecified) | -3.5 | -12.3 | -5.8 | -9.0 | -5.7 | 11.4 | -12.2 | -3.4 | 17.8 | -10.6 | -0.2 |
| COC(=O)C1=C(C(=O)OC)C(c2cc([N+](=O)[O-])ccc2O)c2sc(=O)[nH]c2S1 (stereo unspecified) | 13.8 | 1.6 | 6.6 | -0.2 | 5.3 | 8.7 | -15.8 | -5.6 | -2.3 | 3.3 | 6.3 |

High-throughput results: PubChem, several laboratories
